OX1R antag: blocks the human orexin 1 receptor; O43613; CHO/OX1R cells, Fluo-8 calcium fluorescence, orexin A; inhibition, % at 5 µM; 330,000 compounds, 0.43% hits; AID 434989;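 active = inhibition above its plate's threshold, mean inhibition of all tested compounds on the plate plus 3 SD, cut at about 37% in these data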;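 note: 0% = orexin A challenge wells and 100% = SB-334867-A antagonist wells; not every result past the cut was called active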
Target sequence (O43613 whole entry, looked up): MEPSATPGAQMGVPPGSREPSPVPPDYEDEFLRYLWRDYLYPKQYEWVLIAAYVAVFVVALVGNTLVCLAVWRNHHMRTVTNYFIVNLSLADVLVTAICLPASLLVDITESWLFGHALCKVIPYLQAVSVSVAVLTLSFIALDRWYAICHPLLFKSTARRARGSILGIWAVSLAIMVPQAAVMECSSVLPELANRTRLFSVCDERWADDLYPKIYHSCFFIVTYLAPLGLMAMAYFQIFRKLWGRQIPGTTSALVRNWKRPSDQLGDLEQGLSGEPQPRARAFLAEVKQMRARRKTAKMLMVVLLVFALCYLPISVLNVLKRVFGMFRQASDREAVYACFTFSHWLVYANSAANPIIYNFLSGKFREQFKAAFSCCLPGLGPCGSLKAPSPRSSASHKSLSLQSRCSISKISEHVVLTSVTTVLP
CHT allo act: human CHT allosteric activation; Q9GZV3; AID 488977; 310,000 compounds, 0.49% hits; B-score at 10 µM; CHT-expressing cells, membrane potential dye, choline EC20; stronger effect = higher value; LV-AA mutant CHT in HEK293 cells;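 active = initial fluorescence not abnormally high and integrated response B-score, plate-corrected, over 3 SD above library mean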
Target sequence (Q9GZV3 whole entry, looked up): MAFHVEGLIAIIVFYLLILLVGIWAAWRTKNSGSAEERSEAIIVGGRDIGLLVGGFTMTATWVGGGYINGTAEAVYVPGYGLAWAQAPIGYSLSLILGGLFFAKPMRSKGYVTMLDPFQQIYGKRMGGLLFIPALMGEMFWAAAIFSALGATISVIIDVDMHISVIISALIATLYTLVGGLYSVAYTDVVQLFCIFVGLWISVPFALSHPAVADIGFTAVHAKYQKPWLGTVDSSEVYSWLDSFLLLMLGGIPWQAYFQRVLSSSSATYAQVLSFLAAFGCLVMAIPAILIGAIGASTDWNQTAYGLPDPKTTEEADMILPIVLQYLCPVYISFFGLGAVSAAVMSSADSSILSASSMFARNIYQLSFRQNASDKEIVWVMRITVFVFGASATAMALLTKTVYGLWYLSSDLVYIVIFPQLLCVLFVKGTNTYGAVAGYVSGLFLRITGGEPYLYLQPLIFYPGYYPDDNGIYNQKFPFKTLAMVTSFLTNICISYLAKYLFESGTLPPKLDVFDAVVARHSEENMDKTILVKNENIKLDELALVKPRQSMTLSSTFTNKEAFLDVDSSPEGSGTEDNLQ
An asterisk follows results filed as active; i = inactive; / = no result given. Rows are unselected; about 0.8% have a hit in one of these screens.

Values run as follows: OX1R antag	CHT allo act
- Cc1cc(C)c(NC(=O)CS(=O)CC(=O)Nc2ccc(-n3cnnn3)c(C)c2)c(C)c1 (stereo unspecified)
→ -13	i
- COc1ccc(OCC(=O)Nc2ccc3c(c2)nc(CCN2CCC(C)CC2)n3C)cc1
→ -14	i
- CN(CCOc1ccccc1)CC(=O)Nc1ccc(Br)cc1F
→ -18	i
- Cc1ccc(F)cc1NC(=O)CSCc1c(C)noc1C
→ -7	/
- Cc1ccc2nc(SCc3nnc(-c4ccccc4Br)o3)[nH]c2c1
→ -27	i
- CCOc1cc(/C=C2\CN(CC)C/C(=C\c3ccc(O)c(OCC)c3)C2=O)ccc1O
→ -17	i
- O=C(N/N=C/c1ccoc1)c1cccc([N+](=O)[O-])c1
→ /	i
- CC1CCC(NS(=O)(=O)c2ccc3c(c2)CC(=O)N3)CC1 (stereo unspecified)
→ -8	i
- CCCN(Cc1nnc(-c2cccs2)o1)C(=O)CN1C(=O)NC2(CCCCC2C)C1=O (stereo unspecified)
→ -26	/
- COc1ccccc1N1CCN(C(=O)CSc2nc3ccccc3o2)CC1
→ -41	i
- CCOC(=O)c1nc(NNC(=O)c2ccc([N+](=O)[O-])cc2)sc1C
→ -20	i
- N=C(N)N1CCN(Cc2ccccc2)CC1
→ -8	i
- COc1cc(/C=N/NC(=O)Cn2nnc3ccccc32)ccc1O
→ -11	i
- Cc1ccc2c(c1)c1c(n2CC(O)CNC2CCCC2)CCCC1 (stereo unspecified)
→ -18	i
- Cc1ccc(Cn2nnc3c(=O)[nH]c(C4CCN(C(=O)c5cccs5)CC4)nc32)cc1
→ -16	i
- CCOc1ccc(CNC(=O)CS(=O)(=O)Cc2nc(-c3ccc(OC)cc3)oc2C)cc1
→ -28	i
- Cc1nnc(SCc2cccc(Cl)c2)n(N)c1=O
→ 1	i
- CCN(CC)c1ccc(C(=S)N2CCN(c3ccccc3)CC2)cc1
→ -47	i
- CCCS(=O)(=O)N1CCN(Cc2ccccc2C(F)(F)F)CC1
→ 0	i
- CN(C)CCN(C(=O)c1ccc2c(c1)CCCC2)c1nc2c(F)cccc2s1
→ -7	i
- CN1/C(=C\C(=O)COC(=O)Cn2nnc(-c3ccccc3)n2)C(C)(C)c2ccccc21
→ 37	i
- Cc1ccc(C)c(S(=O)(=O)N2CCN(C(=O)c3cccn3C)CC2)c1
→ -23	i
- O=S(=O)(NCCc1ccccc1)c1cccc(S(=O)(=O)N2CCOCC2)c1
→ -27	i
- Cc1ccc(/C=N/NC(=O)Cn2nc(C)c([N+](=O)[O-])c2C)o1
→ -1	i
- COc1cc(C(=O)NC(=S)Nc2ccc3c(c2)OCO3)cc(OC)c1OC
→ -23	i
- Cc1cc2cc(C(c3nnnn3Cc3ccco3)N3CCc4ccccc43)c(=O)[nH]c2cc1C (stereo unspecified)
→ -28	i
- Cc1ccc(OCCN2CCCC2)cc1
→ 4	i
- O=C(N/N=C/c1cccc(OC2CSC2)c1)c1ccccc1O
→ 1	i
- Nc1cnc(-c2ccccc2)nc1Cl
→ -4	i
- O=C(c1ccccc1)N1CCN(C(=O)c2ccccc2)C1c1ccccc1
→ -11	i
- COc1ccc(C(Nc2cccc([N+](=O)[O-])c2)P(=O)(OC(C)C)OC(C)C)cc1 (stereo unspecified)
→ -22	i
- Cc1ccc(C)c(N(CC(=O)NC(C)C)C(=O)CCC(=O)Nc2ccccn2)c1
→ -24	i
- O=C(Nc1ccccc1Cl)c1ccccc1Oc1ccc(C(F)(F)F)cc1[N+](=O)[O-]
→ 31	i
- CCCCn1nc(C(=O)N2CCN(S(=O)(=O)c3ccccc3)CC2)c2ccccc2c1=O
→ -25	i
- CCc1cc2c(SCC(=O)Nc3cc(C)on3)ncnc2s1
→ -12	i
- COC(=O)c1sc(S(=O)(=O)Nc2ccc3cn[nH]c3c2)c(C(=O)OC)c1C
→ -20	i
- CCCC(=O)Nc1nnc(S(=O)(=O)N(C)Cc2ccco2)s1
→ -12	i
- CC(=O)Nc1ccc(NC(=O)c2c(-c3ccccc3Cl)noc2C)c(C)c1
→ -3	i
- Cc1ccc(NC(=O)NC(=O)CSc2nnc(-c3ccc(Cl)cc3Cl)n2N)c(C)c1
→ -32	i
- O=C(Nc1ccn(Cc2ccccc2)n1)c1ccc(F)cc1
→ -9	i
- COc1ccc(OCCSc2nnc(-c3ccc(OC)cc3)n2N)cc1
→ -18	i
- COC(=O)c1[nH]c2cccc(OC)c2c1NC(=O)CN1CCC(C(N)=O)(N2CCCCC2)CC1
→ 8	i
- COc1ccccc1CC(=O)NNC(=O)CN(C)S(=O)(=O)c1ccc(Cl)cc1
→ -10	i
- CN1C(=O)CC(N2CCN(c3ncccn3)CC2)C1=O (stereo unspecified)
→ 7	i
- C=CCC[C@@H](Cc1ccc(F)cc1)C(=O)OC[C@@H](Cc1c[nH]c2ccccc12)NC(=O)[C@@H](CC=C)CC(=O)N[C@@H](CO)Cc1ccccc1
→ -17	/
- Cc1nc(N2CCN(c3ccccc3)CC2)[nH]c(=O)c1Cc1ccccc1
→ -9	i
- CC(C)=C1C2CCC1C(C(=O)NCCc1ccccc1)C2C(=O)O (stereo unspecified)
→ -21	i
- CCOC(=O)c1nc(SC)n(C)c1C(=O)OCC
→ /	i
- CCOc1ccccc1CNc1nnnn1C
→ -11	i
- Cc1ccccc1NC(=O)N1CCCC(c2nc(-c3ccc(F)cc3)no2)C1 (stereo unspecified)
→ -33	i
- CCCCCOC(=O)C1C(c2ccccc2)C(C(=O)O)C1c1ccccc1 (stereo unspecified)
→ 1	i
- CCCc1c(C)nc(N2CCN(c3ccccc3OC)CC2)[nH]c1=O
→ -1	i
- CC(C)c1nc(-c2c(N)n(C)c(=O)n(C)c2=O)sc1C(=O)C(C)(C)C
→ -29	i
- CCCN(CCc1ccccc1)C1CCc2c(O)cccc2C1 (stereo unspecified)
→ -14	i
- O=C(Nc1ncccc1Cl)c1cccc(F)c1
→ -1	i
- CC(=O)Nc1ccc(/C=N/NC(=O)c2cccs2)cc1
→ 18	i
- COc1ccc(CCn2c(C)cc(C(=O)CCl)c2C)cc1OC
→ -12	i
- Cn1c(N)cc(-c2ccc(F)cc2)c(C#N)c1=O
→ -2	i
- Cc1c(Cl)cccc1NC(=S)N1CCN(S(=O)(=O)c2cccs2)CC1
→ -4	i
- Cc1ccc(NC(=O)COC(=O)CN2C(=O)NC(C)(C)C2=O)cc1S(=O)(=O)N1CCOCC1
→ -12	i

(listing goes on)
Values run as follows: OX1R antag	CHT allo act
- CCCCCn1c(N2CCCC2)nc2c1c(=O)n(C)c(=O)n2C
→ -14	i
- CCOC(=O)N1CCN(c2ccc(C(F)(F)F)cn2)CC1
→ -2	i
- CCOC(=O)c1cnn2c(C(F)F)cc(C3CC3)nc12
→ -15	i
- CCc1ccc2[nH]c(=O)c(CN(CCN(C)C)C(=O)Nc3ccccc3OC)cc2c1
→ -39	i
- CC(C(=O)Nc1ccc2[nH]c(=O)[nH]c2c1)N1CCN(Cc2ccc3c(c2)OCO3)CC1 (stereo unspecified)
→ -5	/
- CS(=O)(=O)c1ccc(Cl)c(NC(=O)C2CC(=O)N(c3ccc4c(c3)OCCO4)C2)c1 (stereo unspecified)
→ -11	i
- CCC(CC)C(=O)NCCCN1CCOCC1
→ 12	i
- Cc1cc(C)cc(NC(=O)Cc2ccc(NC3=NC4CS(=O)(=O)CC4S3)cc2)c1 (stereo unspecified)
→ 6	i
- Nc1nc(NCc2ccco2)nc(N2CCCCC2)c1[N+](=O)[O-]
→ -16	i
- COc1ccccc1C(=O)Nc1ccc2c(c1)nc(CCNC(C)=O)n2C
→ 8	i
- O=C(Nc1ccc(Cl)cc1)c1sccc1-n1cccc1
→ -28	i
- Cc1ccc(NC2=CC(=O)OC(C)C2)cc1 (stereo unspecified)
→ -24	i
- Cc1cccc(Oc2ncc(-c3ccc(Cl)cc3)cn2)c1C
→ -41	i
- Cc1ccc(S(=O)(=O)N2CC=C(C(=O)NC3CC3)CC2)cc1
→ -7	i
- O=C(CCNC(=O)c1ccco1)NCc1ccc(C(=O)O)cc1
→ 5	/

Record cards, as listed above.
Shown for CCC(CC)C(=O)NCCCN1CCOCC1 : OX1R antag: 12; CHT allo act: i
Shown for CCc1ccc2[nH]c(=O)c(CN(CCN(C)C)C(=O)Nc3ccccc3OC)cc2c1 : OX1R antag: -39; CHT allo act: i
Shown for O=C(Nc1ccc(Cl)cc1)c1sccc1-n1cccc1 : OX1R antag: -28; CHT allo act: i

(continued)
Values run as follows: OX1R antag	CHT allo act
- Cc1ccc(S(=O)(=O)C(CNC(=O)C(C)C)c2cccs2)cc1 (stereo unspecified)
→ -5	i
- CCCCN(C)C(=O)c1ccc(S(=O)(=O)N2CCOCC2)cc1
→ -14	i
- CSCCC(NC(=O)COc1ccccc1)C(=O)N1CC(C)OC(C)C1 (stereo unspecified)
→ -22	/
- Cc1ccc2nc(SCC(=O)Nc3cc(C)on3)nc(=O)n2c1
→ 2	i
- CC1CCN(C(=O)CC2C(=O)Nc3c2c(=O)n(C)c(=O)n3Cc2ccccc2)CC1 (stereo unspecified)
→ -27	i
- CN(CCC1CCOCC1)C(=O)CC1C(=O)NCCN1Cc1c(F)cccc1Cl (stereo unspecified)
→ -11	i
- Cc1ccc(CNC(=O)Cc2ccc(-c3ccccc3)cc2)cc1
→ -8	i
- Cc1ccc(CN(Cc2ccco2)S(=O)(=O)c2ccc(S(=O)(=O)NCC3CCCO3)cc2)cc1 (stereo unspecified)
→ -4	i
- Cc1ccc(-n2c(=O)[nH]cc(C(=O)N3CCc4ccccc43)c2=O)cc1C
→ -16	i
- Cc1ccc(S(=O)(=O)Nc2nc(-c3ccccc3)cs2)cc1
→ -8	i
- Cc1ccc(-c2nc(S(=O)(=O)c3ccccc3)c(SCC(=O)NCC3CCCO3)o2)cc1 (stereo unspecified)
→ -20	i
- COc1ccc(S(=O)(=O)N2CCCCC2)cc1NC(=O)c1cccs1
→ -22	i
- COCCn1c(-c2ccc(OC)cc2)cnc1SCC(=O)Nc1cc(C)on1
→ -22	i
- N=C1S/C(=C\c2ccco2)C(=O)N1c1nccs1
→ 20	i
- Cc1c(NC(=O)Cc2noc3ccccc23)cccc1[N+](=O)[O-]
→ -26	i
- CC1CC(C)CN(C(=O)COC(=O)/C=C/c2ccco2)C1 (stereo unspecified)
→ -8	/
- O=C(O)c1cc([N+](=O)[O-])ccc1NCCO
→ -8	i
- C=CCN1C(=O)c2ccc(C(=O)N3CCN(S(=O)(=O)c4cccc([N+](=O)[O-])c4)CC3)cc2C1=O
→ 16	/
- NC(=O)C1CCN(CC(=O)Nc2cc(S(=O)(=O)N3CCOCC3)ccc2N2CCCC2)CC1
→ -1	/
- COc1cccc(C2/C(=C(/O)c3ccc(C)cc3)C(=O)C(=O)N2Cc2ccco2)c1 (stereo unspecified)
→ -36	i
- CCN(CC)S(=O)(=O)c1ccc(/C(O)=C(\C#N)c2nc3ccccc3n2C)cc1
→ -9	i
- O=C(O)C1C2C=CC(C3CC23)C1C(=O)O (stereo unspecified)
→ 10	i
- Cc1ccc(NC(=O)N/C=C/c2ccccc2)cc1
→ -28	i
- COc1cc2c(cc1OC)[C@H](C)N(C(=S)Nc1ccc(F)cc1)CC2
→ -8	i
- O=C(COC(=O)c1ccc(O)cc1)NCC1COc2ccccc2O1 (stereo unspecified)
→ 3	/
- Cc1cc(C)cc(NC(=O)C2CCC(CNC(=O)[C@@H]3Cc4ccccc4CN3)CC2)c1 (stereo partly specified)
→ -38	i
- C/C(=N\NC(=O)Cc1ccc(Br)cc1)c1cccnc1
→ -6	i
- COc1cc(/C=C2/SC(=Nc3ccc(O)cc3)NC2=O)ccc1O
→ 3	i
- CCOc1ccc(/C=N/Nc2nncc(-c3ccccc3)n2)cc1OC
→ -27	i
- Cc1cc(C(=O)CSc2nc3ccc(Cl)cc3[nH]2)c(C)n1C
→ -33	i

Grouped by structure: the entries above containing a cyano group.
Values run as follows: OX1R antag	CHT allo act
- Cn1c(N)cc(-c2ccc(F)cc2)c(C#N)c1=O
→ -2	i
- CCN(CC)S(=O)(=O)c1ccc(/C(O)=C(\C#N)c2nc3ccccc3n2C)cc1
→ -9	i

The list continues:
Values run as follows: OX1R antag	CHT allo act
- COc1ccccc1NC(=O)CSc1nc(N)c(-c2ccccc2)c(=O)[nH]1
→ -18	i
- N#C/C(=C\c1ccc(-c2nc3ccccc3s2)o1)C(N)=O
→ 26	i
- CCCc1nc2c([nH]1)C(c1cccnc1)C(C#N)=C(N)O2 (stereo unspecified)
→ 15	i
- COc1cc(/C=N/NC(=O)c2cnccn2)ccc1O
→ 3	i
- CC(C)(C)c1nn(-c2ccccc2)c2nc(Cl)c(C=O)cc12
→ -8	i
- Cc1cc(C(=O)CCC(=O)N(C)CC(=O)Nc2ccccc2Br)c(C)s1
→ -25	i
- S=C(NCCc1ccccn1)Nc1ccc(Cl)cc1
→ -5	i
- CC(=O)N1N=C(c2ccc(C)o2)CC1c1cccc(F)c1 (stereo unspecified)
→ -17	i
- COc1ccccc1CNC(=O)C1CCCN(S(=O)(=O)c2cccs2)C1 (stereo unspecified)
→ -11	i
- Cc1ccccc1OCC(O)Cn1c(N2CCCCC2)nc2c1c(=O)[nH]c(=O)n2C (stereo unspecified)
→ -21	i
- CCc1ccc(NC2=CC(=O)CC(C)(C)C2)cc1
→ -22	i
- Cc1ccc(CSc2nc3nc(C)cc(C)c3c(=O)[nH]2)cc1
→ -13	i
- COc1ccccc1/C=C1\SC(=S)N(CCC(=O)NCCCn2ccnc2)C1=O
→ -34	i

Assay outcomes as filed in PubChem.
